From PubChem
MC4R antag cAMP: antagonists of human melanocortin 4 receptor (MC4R). P32245. MC4R-expressing cells, MTII-stimulated cAMP, LANCE TR-FRET. inhibition, % at 6.5 µM. 360,000 tested, 0.48% active;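 active = inhibition above its plate's cutoff, the mean of tested wells on that plate plus 3 SD, cut at about 29% in these data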;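 note: 0% = Melanotan II alone and 100% = Melanotan II plus saturating MCL0020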
Target sequence (P32245 whole entry, looked up): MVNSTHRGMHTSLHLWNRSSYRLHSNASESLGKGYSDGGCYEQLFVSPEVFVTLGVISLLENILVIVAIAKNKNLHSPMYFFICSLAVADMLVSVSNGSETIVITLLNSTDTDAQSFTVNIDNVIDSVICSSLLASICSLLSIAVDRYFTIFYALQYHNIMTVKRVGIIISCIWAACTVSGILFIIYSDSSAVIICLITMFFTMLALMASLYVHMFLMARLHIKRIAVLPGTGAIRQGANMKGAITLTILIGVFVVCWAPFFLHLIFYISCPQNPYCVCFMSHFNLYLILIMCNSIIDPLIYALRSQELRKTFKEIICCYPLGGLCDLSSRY
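System: U2OS cells stably expressing human melanocortin 4 receptor (MC4R). Reagent: Melanotan II challenge after compound preincubation. Doses: 6.5 µM. Times: 30-min compound, 1-h challenge, 1-h detection, room temperature. Measured by: TR-FRET with Eu-cAMP and labeled anti-cAMP, 671 nm. Replicates: singlicate.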
PDI inh: blocks human protein disulfide isomerase activity; AID 588391; 350,000 tested, 0.052% active; P07237; PDI insulin aggregation turbidity, A650, 90 min; inhibition, % at 10 µM;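 active = mean inhibition across replicates of 30% or more, whatever share of single replicates reach that level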;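 note: absorbance from insulin aggregation driven by PDI reduction with DTT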
Target sequence (P07237 whole entry, looked up): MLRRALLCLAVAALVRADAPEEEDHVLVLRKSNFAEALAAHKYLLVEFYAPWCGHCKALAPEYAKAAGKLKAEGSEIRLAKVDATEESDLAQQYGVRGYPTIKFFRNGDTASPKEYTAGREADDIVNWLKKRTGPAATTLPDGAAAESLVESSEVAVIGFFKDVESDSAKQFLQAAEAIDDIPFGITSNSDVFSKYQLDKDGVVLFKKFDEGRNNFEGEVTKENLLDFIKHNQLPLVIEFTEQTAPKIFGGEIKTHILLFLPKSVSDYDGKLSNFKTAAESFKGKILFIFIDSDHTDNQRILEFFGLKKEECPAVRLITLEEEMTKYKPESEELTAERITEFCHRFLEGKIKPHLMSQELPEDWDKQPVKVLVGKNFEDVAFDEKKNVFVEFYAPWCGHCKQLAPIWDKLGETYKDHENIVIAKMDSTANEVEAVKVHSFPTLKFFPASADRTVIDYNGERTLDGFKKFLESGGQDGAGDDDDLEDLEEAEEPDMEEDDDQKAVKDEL
Exocytosis inh: lytic granule exocytosis inhibition; inhibition, % at 10 µM; TALL-104 LAMP-1 surface exposure, flow cytometry; cells stimulated with thapsigargin and PMA; AID 651702; 360,000 tested, 0.66% active;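 active = inhibition above about 55%, limit read from the data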
ABHD5-PLIN5 inh: inhibitors of human ABHD5-perilipin-5 interaction | Split G. princeps luciferase complementation, luminescence, 4 h | Q00G26+Q8WTS1 | inhibition, % at 4 µM | 360,000 tested, 0.78% active;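 active = inhibition above the mean inhibition across every tested compound plus 3 SD, cut at about 22% in these data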;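 note: 0% = DMSO only wells and the 100% control is not disclosed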
HTR2A ag: activates the mouse 5-HT2A serotonin receptor. 360,000 tested, 0.66% active. P35363. activation, % at 7.6 µM. CHO-K1 mHTR2A beta-arrestin complementation, luminescence; percent of 30 µM serotonin response;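 active = activation above a run cutoff, the mean activation of all tested compounds plus 3 SD, cut at about 14% in these data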;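 note: 0% = plate median of compound wells and 100% = 30 µM serotonin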
MC4R ag barr: activates human MC4R beta-arrestin recruitment; U2OS MC4R beta-arrestin complementation, luminescence; percent of melanotan II response, DMSO zero; AID 540308; P32245; activation, % at 8.9 µM; 360,000 tested, 0.98% active;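 active = activation above a per-plate cutoff, the mean activation of sample wells on that plate plus 3 SD, cut at about 8% in these data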
ABCB6 inh 2: human ABCB6 transporter inhibition | Q9NP58 | K562-ABCB6 porphyrin accumulation, flow cytometry, 1 h; active compounds read low | fluorescence ratio to DMSO, % at 10 µM | 360,000 tested, 0.19% active | AID 602162;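 active = fluorescence ratio to DMSO below 75%, the collection mean minus 3 SD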;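 note: signal is porphyrin accumulated inside mitochondria; 100% equals median channel fluorescence of DMSO control wells; lower ratio means ABCB6 inhibition with less porphyrin fluorescence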
N-glyco inh: blocks N-linked glycosylation in D54 reporter cells. reporter increase, % at 12.5 µM. D54 ERlucT glycosylation luciferase reporter, 24 h; percent of 100 nM tunicamycin response. 360,000 tested, 0.23% active. AID 588692;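 active = mean luciferase reporter signal, scaled so untreated is 0 and the glycosylation-blocking control 100, at or above a set limit in every replicate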;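 note: luciferase carries N-glycosylation sites so blocking glycosylation raises the light; 0% = median of neutral control wells and 100% = median of 100 nM tunicamycin wells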
CaV13 FRET inh: Disruptors of the CACNA1D IQ motif to Ca2+-dependent inactivation inhibitor domain association, primary screening, Förster resonance energy transfer in intact living …. HEK cells, CFP/YFP FRET ICDI-IQ, plate reader, 10 min; percent FRET-ratio fall versus neutral wells. inhibition, % at 12.3 µM. 340,000 tested, 0.098% active. AID 743397;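 active = mean replicate inhibition of at least 30% and at least 1% of replicates passing that level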;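 note: 0% = median of the neutral control wells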
Cardio protect: myocardial damage modulation in H9c2 cells | protection from H2O2 cell death, % at 20 µM | 360,000 tested, 0.63% active | H9c2 cardiomyocytes, H2O2 injury protection, ATPLite, 2 h;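 active = compounds giving at least 50% protection of heart cells from peroxide-induced death in the single-dose screen, raw or plate-pattern-corrected value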;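 note: 0% = DMSO wells with peroxide and 100% = DMSO wells without peroxide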
The depositor's hits bear a star; x = no result given.

structure	MC4R antag cAMP	PDI inh	Exocytosis inh	ABHD5-PLIN5 inh	HTR2A ag	MC4R ag barr	ABCB6 inh 2	N-glyco inh	CaV13 FRET inh	Cardio protect
N#C/C(=C\c1ccc(F)cc1)c1nc(-c2ccco2)cs1	11	5	-3	-1	0	1.5	103	1	-4	-9
COc1ccc(N2C(=O)CN=C2Nc2nc(C)cc(C)n2)cc1	-6	2	0	-3	-2	-0.6	99	1	-4	4
CCOc1ccc(S(=O)(=O)N2CCCCC2)cc1NC(=O)C1CCCC1	9	-33	-3	-2	-8	0.7	98	-5	-5	6
Cc1ccc(N2C(=O)N(C(C)C)C(C)(C)CC2(C)O)cc1 (configuration not stated)	-4	-1	-21	-12	0	-0.7	91	-1	-3	2
Cc1cccc(NC(=S)NCCCN2CCOCC2)c1	4	10	-9	-1	2	-2.4	101	2	x	1
Cc1ccc(S(=O)(=O)Nc2cccc(-c3ccc4nncn4n3)c2)cc1	-2	-2	2	5	1	-1.8	106	18	-13	14
COCCCNCC(=O)c1c(N)n(Cc2ccccc2)c(=O)n(C)c1=O	0	5	5	6	-1	-2.4	99	-2	-4	6
O=C(NC(NC1CCS(=O)(=O)C1)C(Cl)(Cl)Cl)c1ccc(Br)cc1 (configuration not stated)	7	-4	0	6	6	-1.3	97	3	-5	-3
Cn1nc(-c2ccccc2)cc1NC(=O)c1ccccc1	1	6	-1	3	-5	-0.1	96	1	-4	2
O=C(NC(=S)NCCc1ccccc1)c1ccccc1F	3	2	1	-7	1	1.6	100	0	-2	-3

Single records (already shown):
Record of N#C/C(=C\c1ccc(F)cc1)c1nc(-c2ccco2)cs1 → MC4R antag cAMP: 11; PDI inh: 5; Exocytosis inh: -3; ABHD5-PLIN5 inh: -1; HTR2A ag: 0; MC4R ag barr: 1.5; ABCB6 inh 2: 103; N-glyco inh: 1; CaV13 FRET inh: -4; Cardio protect: -9
Record of Cc1ccc(N2C(=O)N(C(C)C)C(C)(C)CC2(C)O)cc1 (configuration not stated) → MC4R antag cAMP: -4; PDI inh: -1; Exocytosis inh: -21; ABHD5-PLIN5 inh: -12; HTR2A ag: 0; MC4R ag barr: -0.7; ABCB6 inh 2: 91; N-glyco inh: -1; CaV13 FRET inh: -3; Cardio protect: 2

The listing continues:
structure	MC4R antag cAMP	PDI inh	Exocytosis inh	ABHD5-PLIN5 inh	HTR2A ag	MC4R ag barr	ABCB6 inh 2	N-glyco inh	CaV13 FRET inh	Cardio protect
Nc1ccc(Nc2nc(-c3cccs3)cs2)cc1	-1	-2	-1	-2	-5	-1.9	102	-8	-2	-10
O=C(c1ccc(F)cc1)C1CCN(C(=O)c2ccc(Cl)cc2)CC1	-6	-7	-2	-6	-2	-0.9	95	-3	-3	-4
CCOC(=O)C1CCN(C(=O)CNC(=O)Cn2c(C)cc3ccccc3c2=O)CC1	-3	7	-2	-7	-5	0.0	98	2	-3	-1
CCCN1CCN(C(=O)c2ccc(CS(=O)c3ccc(Cl)cc3)o2)CC1 (configuration not stated)	6	-10	-2	0	-11	-3.7	90	-3	-2	6
CC(=O)OCc1cc(=O)n(C)c(=O)n1C	14	1	11	6	-2	-2.0	91	2	-4	4
O=C1c2cc(N3CCCC3)c([N+](=O)[O-])cc2C(=O)N1c1ccccc1	2	-1	-1	2	1	-1.6	101	1	-13	-1
COc1ccc(NC(=O)C2CC(=O)OC23CCOC(C)(C)C3)cc1 (configuration not stated)	0	0	-3	1	-1	1.1	89	1	-5	-6
COc1ccc(CC(=O)n2nc(-c3ccccc3)nc2NCc2ccco2)cc1	9	-2	-1	6	-2	0.1	101	2	-3	-7
Cn1c(=O)n(C)c2cc(NC(=O)COc3ccccc3)ccc21	2	-1	-3	-1	9	0.5	99	7	-20	3
Cc1ccc(NC2CCCN(C(=O)c3ccoc3)C2)cc1C (configuration not stated)	-4	6	-1	6	3	0.0	96	-1	-2	2
C/C=C/COC(=O)c1[nH]c2c(c1C)C(=O)CC(c1ccco1)C2 (configuration not stated)	-32	x	-3	19	-3	4.7	108	8	-2	1
Cc1cccc(NC(=O)CN(C)S(=O)(=O)c2cnc[nH]2)c1C	14	0	15	-1	0	-2.1	102	1	-4	-1
C[C@@H]1CC[C@]2(C(=O)O)CC[C@]3(C)C(=CCC4[C@]56CC[C@@](O)(OC5)C(C)(C)C6CC[C@]43C)C2[C@H]1C (some centres not stated)	20	x	0	-3	0	0.9	98	-5	x	-10
CC(=O)Nc1ccc(S(=O)(=O)N2CCCN(S(=O)(=O)c3ccc(C)cc3)CC2)cc1	0	1	-1	-5	-2	-1.5	101	0	-7	-3
COCCNC(=O)CN1CCN(Cc2cccc(Cl)c2)C1=O	7	-12	2	-6	0	0.1	102	1	-6	2
CCc1cc(C(=O)N2CCCC(N3CCN(c4cccc(C(F)(F)F)c4)CC3)C2)n(C)n1 (configuration not stated)	4	2	-2	4	-2	-2.0	93	0	-16	-2
CCOc1ccc(CCNC(=O)CCNS(=O)(=O)c2ccc(Br)cc2)cc1OCC	3	-7	-3	-1	-6	-2.7	100	0	-2	-6
Cc1nn2c(N)c(-c3ccccc3)cnc2c1-c1ccc(Cl)cc1	6	-12	43	-54	0	0.7	97	2	-4	-10
O=C(Nc1ccc(Cl)cn1)C1C(c2ccccc2)C1(Cl)Cl (configuration not stated)	9	-1	4	-4	-4	5.7	98	-3	-3	-17
COc1ccc(OC)c(S(=O)(=O)NCc2cn3cccc(C)c3n2)c1	5	-8	0	0	2	0.3	104	2	-5	2
CC(=O)Nc1ccccc1C(=O)C(=O)Nc1ccc(C)c(F)c1	0	-1	-4	5	6	-1.7	98	0	-5	3
Cc1c(NC(=O)c2ccc(CC(C)C)o2)c(=O)n(-c2ccccc2)n1C	3	-2	-8	-6	3	-1.2	99	0	-5	-4
CCCCCCSc1ccc([C@@H]2[C@H]3C(=O)N(CC)C(=O)[C@H]3[C@]3(C(=O)OC)CCCCN23)cc1OC	9	-2	4	-7	2	1.7	100	-4	-9	0
O=C(CCN1CCOCC1)c1ccccc1	12	-7	1	3	8	-0.9	98	0	-8	-23
O=C(NNc1cc(N2CCOCC2)nc(N2CCOCC2)n1)c1ccc(Cl)c(Cl)c1	3	6	-2	-15	0	0.7	99	3	-11	-7
Cn1c2ccccc2c(=O)c2c(=O)n(Cc3ccco3)c(COc3ccccc3)nc21	12	-6	12	40*	1	4.8	95	-4	-1	-6
Cc1ccc(Oc2ccc(NS(=O)(=O)c3cccc(C(=O)O)c3)cc2)cc1	5	-5	-2	9	15*	-1.9	100	-2	-5	-1
CC(C)(CSc1ccccn1)NS(=O)(=O)c1ccccc1	15	-13	-8	0	-3	1.4	104	0	-5	-4
CCOc1ccc(OCCC(=O)OCC(=O)NNC(=O)c2ccccc2)cc1	-2	1	-2	-6	8	0.9	97	2	-6	-5
CCn1c(SCC(=O)Nc2cccc(NC(C)=O)c2)nnc1-c1ccco1	-4	2	-15	-2	0	0.2	97	0	-5	-5
Cc1ccc(-c2cc(-c3ccccc3)nc(Cl)n2)cc1	-5	4	1	-3	8	4.3	94	-1	-5	-1
CC1C(C)N(C(=O)CCl)c2ccccc2N1C(=O)CCl (configuration not stated)	-4	9	-17	-4	-1	-2.1	98	4	-6	-4
COc1ccc(CCNC(=O)CSc2ccc(-c3cccs3)nn2)cc1OC	21	1	-11	-1	1	-1.8	99	0	-7	-3
CSc1snc(SCC(N)=O)c1C#N	6	-2	-1	1	-1	-1.6	95	0	x	15
C#Cc1ccc(CN2CCN(CCCc3ccccc3)C(CCO)C2)cc1 (configuration not stated)	-1	5	-1	-9	-9	-2.3	95	-1	-19	1
O=c1[nH][nH]c(C(F)(F)F)c1C=NCc1ccc(Cl)cc1	4	-5	-2	-1	-4	-2.0	89	1	-2	4
COc1ccc(CNC(=O)C[C@H]2C[C@H](C(=O)N3CCOCC3)[C@@]3(C)c4[nH]c5cc(CCC(=O)N(C)C)ccc5c4CCN3C2=O)cc1OC	11	-10	0	-5	-7	-0.1	97	2	-3	18
COc1cccc(-c2cc(C(=O)N3CCCCC3C)no2)c1 (configuration not stated)	3	1	4	2	5	-2.0	103	-3	x	-12
CCOC(=O)C1=C(O)C(=O)N(Cc2cccnc2)C1c1ccc(OC)cc1 (configuration not stated)	-5	-16	0	0	1	2.0	103	0	3	-1
CCN1CCN(C(=O)c2cc3c(OC)c(OC)c(OC)cc3[nH]2)CC1	8	-9	-6	-21	5	-1.3	102	3	-21	4
COc1cc(Cl)ccc1NC(=O)COc1ccccc1C(=O)N1CCN(c2ccc(O)cc2)CC1	8	2	6	9	-4	-0.2	101	-3	x	5
Cc1nnc(SCc2cccc([N+](=O)[O-])c2)s1	5	4	-4	-6	-1	4.1	98	1	-2	-3
CC(Oc1cccc(Cl)c1)C(=O)NCCCCc1ccccc1 (configuration not stated)	13	-3	-4	-2	-4	0.5	94	0	x	0
O=C(O)c1[nH]c2ccccc2c1C(c1cc(Cl)cc([N+](=O)[O-])c1O)c1c(C(=O)O)[nH]c2ccccc12	-5	-2	-1	-4	-5	-2.4	98	1	-15	-1
Cc1noc(C)c1COc1ccc(C(=O)N2CCN(c3ccccn3)CC2)cc1	7	-7	1	2	4	-1.3	96	2	-6	1
COc1ccc(NC(=O)C2(C)CCN2C(=O)c2ccccc2CCc2ccccc2)cc1OC (configuration not stated)	13	-6	5	-3	-2	-0.4	95	-2	-10	25
